PKM2 act = increases activity of human pyruvate kinase M2. 260,000 tested, 0.34% active. P14618. Potency, µM (doses to about 57.5 µM), for inactives: top-dose activation, usual class: activators. purified PKM2, Kinase-Glo ATP luminescence, activation; response scale: 0% is enzyme alone, no compound; note: potency is the fitted concentration of half-maximal effect; % is set by controls: 0 for no effect and ±100 for the full control effect; nearly all actives have a fitted effect of over 55% in size
Target sequence (P14618 whole entry, looked up): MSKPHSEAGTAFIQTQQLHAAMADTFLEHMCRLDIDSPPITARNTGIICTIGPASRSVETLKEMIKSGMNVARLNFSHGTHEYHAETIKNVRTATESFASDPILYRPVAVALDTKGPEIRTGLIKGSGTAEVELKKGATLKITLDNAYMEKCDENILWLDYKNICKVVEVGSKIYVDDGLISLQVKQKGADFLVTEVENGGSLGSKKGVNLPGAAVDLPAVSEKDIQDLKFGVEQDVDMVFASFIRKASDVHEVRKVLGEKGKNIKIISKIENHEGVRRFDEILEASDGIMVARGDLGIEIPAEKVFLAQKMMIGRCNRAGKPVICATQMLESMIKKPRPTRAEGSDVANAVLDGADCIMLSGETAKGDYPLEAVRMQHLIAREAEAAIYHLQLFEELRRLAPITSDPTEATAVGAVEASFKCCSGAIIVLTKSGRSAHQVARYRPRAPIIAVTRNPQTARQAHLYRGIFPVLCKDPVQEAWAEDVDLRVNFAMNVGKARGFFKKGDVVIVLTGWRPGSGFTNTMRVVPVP
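Purified hPK-M2 (>95% pure) converted ADP (0.1 mM final) to ATP with 0.5 mM PEP in 50 mM imidazole pH7.2, KCl, MgCl2, Tween 20, BSA; 1 h at room temperature. ATP detected by Kinase-Glo luminescence.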
Mito fusion act = mitochondrial division inhibition or fusion activation; 320,000 tested, 0.23% active; Potency, µM (highest dose often 46.1 µM), inactives show top-dose growth rescue (activation), most hits filed as activators; S. cerevisiae fusion-defective mutant growth rescue, CellTiterGlo 48 h;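 note: potency is the fitted concentration of half-maximal effect; % of control where 0% means no effect; nearly all actives have a fitted effect of over 45% in size; temperature-sensitive fusion mutants such as fzo1-1 at 37 °C on non-fermentable ethanol glycerol medium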
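Read-out: ATP-based luminescence (CellTiterGlo, 10 min ambient) reporting growth of fusion-defective ts yeast after 48 hours at 37C on glycerol/ethanol YPEG medium in the presence of compound.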
Eya2 inh = inhibitors of human Eya2 phosphatase activity; O00167; 330,000 tested, 0.006% active; recombinant Eya2, OMFP fluorescence dephosphorylation (OMFP is methylfluorescein phosphate); Potency, µM (doses to about 76.9 µM), inactives show top-dose activity, negative = inhibition, usual class: inhibitors; note: potency is the fitted concentration of half-maximal effect; % is set by controls: 0 for no effect and ±100 for the full control effect
Target sequence (O00167 whole entry, looked up): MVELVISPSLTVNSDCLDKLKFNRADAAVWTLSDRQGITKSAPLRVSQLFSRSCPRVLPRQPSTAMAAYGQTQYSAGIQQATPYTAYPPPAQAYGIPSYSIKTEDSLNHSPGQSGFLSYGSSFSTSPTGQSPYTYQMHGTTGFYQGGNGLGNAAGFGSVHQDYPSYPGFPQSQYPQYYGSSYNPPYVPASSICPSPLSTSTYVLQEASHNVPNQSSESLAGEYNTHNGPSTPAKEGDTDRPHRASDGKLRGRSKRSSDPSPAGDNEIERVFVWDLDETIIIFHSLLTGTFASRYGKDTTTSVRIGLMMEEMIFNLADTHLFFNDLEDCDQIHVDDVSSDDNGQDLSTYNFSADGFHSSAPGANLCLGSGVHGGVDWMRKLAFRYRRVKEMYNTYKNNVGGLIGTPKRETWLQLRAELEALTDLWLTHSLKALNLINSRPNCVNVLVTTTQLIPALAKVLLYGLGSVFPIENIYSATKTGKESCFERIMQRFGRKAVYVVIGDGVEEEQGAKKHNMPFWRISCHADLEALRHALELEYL
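Eya2 (0.2 uM) preincubated 10 min at ambient with compound, then OMFP substrate added at 50 uM; 10 min reaction in 50 mM HEPES pH 7.5, 50 mM NaCl, 5 uM MgCl2, 0.05% BSA, 1 mM DTT. Fluorescence read at Ex 485/Em 525 nm.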
hERG WT inh = KCNH2 (human, wildtype) channel inhibition | Q12809 | U2OS, BacMam KCNH2, thallium flux FluxOr; stronger effect = lower value | activity change, % at 1.84 µM | 340,000 tested, 0.37% active;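 active = maximum activity change below -70%; inconclusive = maximum activity change between -70% and -50%; inactive = maximum activity change above -50%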; note: % is set by controls: 0 for no effect and ±100 for the full control effect
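U2OS cells transduced with wild-type KCNH2 virus are loaded with FluxOr dye for 45 min, and thallium flux is measured in kinetic reads before and after stimulation buffer. Rate constants are normalized to DMSO controls.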
MBNL1 CUG block = MBNL1-poly(CUG) RNA binding inhibition; TR-FRET MBNL1-His/biotin-(CUG)12 binding, 665/545 ratio; 280,000 tested, 0.036% active; AID 2675; Potency, µM (series often up to 57.5 µM), without a hit: top-dose activity change, negative = inhibition, hits mostly inhibitors; active = well fitted inhibition curve with a large enough effect in the signal ratio, with a control signal flat, not every such curve was filed as active; inconclusive = small, poorly fitted or top-dose-only effect, or effect the other way, or a change in a side signal; inactive = no such curve, though single readings can be large or run the other way; the % refers to the signal ratio; note: potency is the fitted concentration of half-maximal effect; % is set by controls: 0 for no effect and ±100 for the full control effect
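Ratiometric TR-FRET (665 over 545 nm, excitation 340 nm) tracks disruption of MBNL1-His/biotin-(CUG)12 complex after 60 min at room temperature, with compounds at 92 nM to 58 uM final.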
TSHR antag = antagonists of human thyroid stimulating hormone receptor; 330,000 tested, 0.2% active; AID 504810; activity change, negative = inhibition, % at 11.5 µM; TSHR-expressing cells, TSH-stimulated cAMP HTRF, 2 h; stronger effect = lower value;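 active = activity change below a set negative limit, meaning inhibition stronger than a set level, cut at about -70% in these data; inconclusive = activity change between two set negative limits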; note: % is set by controls: 0 for no effect and ±100 for the full control effect
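Competitive HTRF cAMP read-out (cryptate anti-cAMP antibody, cAMP-d2; 30 min, room temperature) in freshly harvested TSHR cells. Compounds added before TSH at EC80 (4nM final), followed by 2 hours' incubation at 37 deg C.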
BCR signal inh = inhibitors of chronic active B-cell receptor signaling; ABC-DLBCL IkBa-CBG/CBR reporter, luminescence ratio, 4 h; Potency, µM (series often up to 46.1 µM), inactives show top-dose ratio change, negative = lower green/red ratio, usual class: inhibitors; 340,000 tested, 0.05% active; AID 493014; active = well fitted inhibition curve with a large enough effect in the signal ratio, with a control signal flat, not every such curve was filed as active; inconclusive = small, poorly fitted or top-dose-only effect, or effect the other way, or a change in a side signal; the % refers to the signal ratio;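 note: potency is the fitted concentration of half-maximal effect; plate controls were basal doxycycline-induced cells for no effect and cells given 10 µM MG132 for full effect; MG132 reads +100%, hits lower the ratio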
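Compounds up to 46 uM were incubated four hours with TMD8 cells whose green CBG68 luciferase is fused to IkappaBalpha; red CBR luminescence normalised the signal, and concentration-effect curves were fitted to fusion, red and ratio data.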
ASM inhibitor = blocks human secretory acid sphingomyelinase | placental ASM, HMU-PC fluorogenic substrate, 60 min | Potency, µM (top dose mostly 57.5 µM), for the others: at the top dose activity change, negative = inhibition, hits mostly inhibitors | 340,000 tested, 0.006% active; note: potency is the fitted concentration of half-maximal effect
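Fluorescence read-out (Ex 386 nm, Em 447 nm) after stopping the reaction at pH 10. Enzyme: ASM from human placenta; substrate HMU-PC0, 9 uM final; 60 min, 37 °C. Compound preincubation 10 min, ambient temperature.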
USP2a block = blocks human ubiquitin-specific protease USP2a; O75604; USP2 core, Ub-CHOP2 coupled fluorogenic reporter, 485/531; Potency, µM (series often up to 38.3 µM), inactives show top-dose activity change, negative = inhibition, usual class: inhibitors; 330,000 tested, 0.01% active;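 note: potency is the fitted concentration of half-maximal effect; plate controls were DMSO wells for no effect and full inhibition by NEM control for full effect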
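Cell-free coupled assay: 10nM USP2 core preincubated 30min RT with compound in Tris-HCl pH 8.0/CaCl2/CHAPS buffer, then 25nM Ub-CHOP2 and 25nM reporter substrate; fluorescence (Ex 485/Em 531) read after 60min RT, normalized to NEM inhibition, concentration-response curves fitted.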
Menin MLL FP TR = inhibitors of human menin-MLL interaction, mutant MLL peptide; O00255; AID 1768; Menin + Texas Red MLL mutant peptide, fluorescence polarization; Potency, µM (series often up to 61.6 µM), without a hit: at the top dose FP activity change, negative = inhibition, usual class: inhibitors; 270,000 tested, 0.23% active; active = well fitted inhibition curve with a large enough effect in the polarisation, with a control signal flat, not every such curve was filed as active; inconclusive = small, poorly fitted or top-dose-only effect, or effect the other way, or a change in a side signal; inactive = no such curve, though single readings can be large or run the other way; the % refers to the polarisation; note: potency is the fitted concentration of half-maximal effect; % of control where 0% means no effect; many of its hits are not listed in these tables
GALK inh = galactokinase (human) inhibition | AID 1868 | 270,000 tested, 0.007% active | Purified GALK, Kinase-Glo residual ATP luminescence | Potency, µM (highest dose often 57.5 µM), for the others: at the top dose activity change, negative = inhibition, actives largely listed as inhibitors; note: potency is the fitted concentration of half-maximal effect; % is set by controls: 0 for no effect and ±100 for the full control effect
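The enzyme phosphorylates galactose (100 uM) using ATP (35 uM); inhibition is detected as higher residual ATP, quantified by bioluminescence after 1 h reaction at room temperature, pH 8.0.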
Starred values were filed as active, the others as inactive; i = inactive; ? = inconclusive; . = not tested or not shown; & = joins results of further samples; [ ] = dose if it differs, or a comment. Unless noted, calls come from the whole dose curve; as a rule, active = well fitted curve in the direction sought with a large enough effect; inconclusive = small, poorly fitted or top-dose-only effect, or another doubt; inactive = no such curve, though single readings can be large; an effect the other way counts as inactive or inconclusive. This is a subset, so the mix of outcomes need not match the whole.

mol	PKM2 act	Mito fusion act	Eya2 inh	hERG WT inh	MBNL1 CUG block	TSHR antag	BCR signal inh	ASM inhibitor	USP2a block	Menin MLL FP TR	GALK inh
CCOc1ccccc1N(CC(=O)Nc1cccnc1)S(=O)(=O)c1ccc(C)cc1	-3%	15%	0%	-1	-4%	-8	?	-4%	1%	-4%	-1%
O=C(Nc1cc([N+](=O)[O-])ccc1N1CCCC1)c1ccco1	?	7%	1%	7	?	-1	-5%	0%	-1%	-1%	-1%
CC(C)NS(=O)(=O)c1ccc(OCC(=O)N2CCCC2)c(Cl)c1	-3%	4%	-7%	-9	1%	-5	-5%	-1%	2%	.	-3%
Cc1ccc(OCCC(=O)OCC(=O)N2c3ccccc3CC2C)cc1 (stereo not drawn)	-1%	-2%	.	10	-5%	.	.	-6%	.	-12%	5%
O=C1OCCN1C(=O)[C@H]1[C@H](c2ccccc2)C(c2cccc(Cl)c2)=NN1c1ccccc1	.	.	2%	10	.	36	1%	i	3%	?	.
CCN(CC)C(=O)CSc1nc2c(sc(=S)n2-c2ccccc2OC)c(=O)n1-c1ccccc1	.	15%	-2%	-7	2%	7	-4%	17%	-5%	7%	.
COc1cc(N)c(Cl)cc1C(=O)OCC(=O)NC(=O)NCc1ccco1	.	.	5%	0	.	-8	1%	0%	2%	.	.
CC(=O)c1cccc(CN2CCC(n3nccc3NC(=O)CCc3ccccc3)CC2)c1	5%	4%	-9%	-5	-3%	-5	-16%	.	-1%	.	-4%
Cc1ccc(NC(=O)CSc2nnc3ccccn23)cc1	1%	2%	2%	.	-2%	-2	2%	3%	0%	-5%	14%
CCOc1ccc(C(=O)NC(=S)Nc2ccccn2)cc1[N+](=O)[O-]	-14%	-2%	14%	-8	0%	-8	?	0%	-1%	-21%	3%
COCC(C)N=Cc1c(O)[nH]c2ccccc12 (stereo not drawn)	9%	-2%	-23%	0	5%	27	?	-2%	3%	7%	0%
O=C(c1ccc(Cl)c(S(=O)(=O)N2CCOCC2)c1)N1CCCCC1	0%	-2%	-5%	-4	-5%	-18	-1%	0%	2%	-1%	-1%
COCC(=O)n1nc(-c2ccc(C)cc2)nc1NCc1ccc(F)cc1	18%	-2%	-8%	8	-2%	-8	?	-1%	2%	-7%	-1%
COc1cc(CN2CCN(C(C)C)C(CCO)C2)ccc1OCc1ccccc1 (stereo not drawn)	1%	-11%	12%	0	0%	-6	?	-3%	0%	-17%	-1%
Cc1cccc(N=C2NC(=O)/C(=C/c3cccnc3)S2)c1	2%	4%	3%	-10	5%	4	?	1%	3%	.	-3%
CCOC(=O)c1ccc(N2C(=O)CC(C(=O)OC)=C2C)cc1	7%	9%	-28%	-4	-3%	-3	-14%	1%	0%	-1%	1%
CC(C)c1cccc(C(C)C)c1NC(=S)Nc1cccc(Cl)c1	-1%	-6%	12%	2	.	-2	-1%	-1%	3%	.	6%
O=C(Nc1cccc2ccccc12)C1CCN(C(=O)Cc2ccccc2)CC1	-5%	4%	2%	-2	-5%	0	15%	-6%	2%	-5%	2%
CCC(=O)NC(C)c1cc(Cl)c2cccnc2c1O (stereo not drawn)	.	?	7%&2%	.	.	10&-7	-17%&-3%	-3%	-3%&1%	.	.
CCn1c(CCNC(=O)c2cccs2)nnc1SCC(=O)Nc1ccc(Cl)cc1	0%	-3%	-1%	-5	17%	2	3%	0%	4%	1%	-1%
O=C(NCCc1nnc2ccc(NCC3CCCO3)nn12)c1ccccc1 (stereo not drawn)	-16%	20%	0%	2	.	-6	-22%	0%	2%	-16%	8%
O=C(/C=C/C(=O)N1CCc2ccccc2C1)N1CCc2ccccc2C1	-1%	17%	3%	4	-3%	3	0%	3%	4%	?	5%
COc1ccccc1CNCC(=O)Nc1ccc(C#N)cc1	.	9%	-28%	14	-5%	7	-10%	0%	0%	.	.
O=C1CC(C(=O)Nc2cccc(Cl)c2)n2ncnc2N1 (stereo not drawn)	.	5%	2%	1	-25%	6	2%	1%	4%	6%	-8%
CCOc1ccc(NC(=O)CN(C)C(=O)C2COc3ccccc3O2)cc1OCC (stereo not drawn)	.	.	5%	-20	.	6	?	1%	0%	.	.
CCOC(=O)CSc1[nH]c2cc(OC)ccc2c1[N+](=O)[O-]	10%	-5%	2%	-9	?	12	?	83%[activator]	1%	1%	0%
O=C(N[C@@H]1C/C=C\C[C@H](CC(=O)N(CCO)Cc2ccccc2)C(=O)N[C@@H](Cc2c[nH]c3ccccc23)COC1=O)OCC1c2ccccc2-c2ccccc21	.	.	-9%	-1	.	4	-7%	0%	-1%	.	.
CC(=O)C1=NOC(CNc2ncc(C(F)(F)F)cc2Cl)C1 (stereo not drawn)	12%	1%	-6%	4	-7%	-5	-4%	1%	0%	9%	1%
Cc1cc2nn(-c3ccccc3)nc2cc1NC(=O)c1cccs1	-11%	6%	4%	21	6%	-26	0%	-12%	-4%	-13%	4%
COc1ccc(NC(=O)CNc2cccc(S(=O)(=O)N3CCCCCC3)c2)c([N+](=O)[O-])c1	.	8%	9%	1	.	-24	3%	-10%	2%	.	.
COc1ccc2c(c1)[nH]c(=O)c1sc3ccccc3c12	-8%	-2%	-2%	-2	5%	8	?	103%[activator]	0%	?	.
CCN(CC)S(=O)(=O)c1cccc(C(=O)N[C@H](C(=O)Nc2nc3ccc(F)cc3s2)C(C)C)c1	-3%	-4%	-18%	3	7%	-22	?	-8%	0%	-1%	2%
CC1CN(C(=O)CCC(=O)NCCCN2CCN(Cc3ccccc3)CC2)c2cc(Cl)ccc2O1 (stereo not drawn)	.	1%	-2%	41	-18%	28	-8%	5%	0%	.	1%
CC1CC(C)CN(C(=O)c2ccc(N3CC4CC(C3)c3cccc(=O)n3C4)c([N+](=O)[O-])c2)C1 (stereo not drawn)	-3%	-4%	0%	-3	?	1	0%	-1%	2%	4%	-4%
Cc1nc2c(C(=O)N3CCCCC3)cnn2c(C)c1Cc1ccccc1F	5%	0%	-8%	-9	-16%	0	5%	-2%	4%	?	1%
CC(=O)c1ccccc1NC(=O)COC(=O)CCC1CCCC1	.	.	-2%	1	.	.	1%	-5%	5%	.	.
CC(=O)Nc1cccc(NC(=O)CS(=O)(=O)c2cn(CC(=O)N(C(C)C)C(C)C)c3ccccc23)c1	1%	0%	-3%	3	-4%	6	2%	3%	0%	.	-3%
CCOc1ccc(C(=O)Nc2cc(S(=O)(=O)Nc3ccccc3Cl)ccc2N2CCOCC2)cc1	-17%	7%	-2%	-1	3%	-5	0%	-3%	-8%	-6%	-2%
Cc1cccc(C(=O)OCC(=O)NCc2ccco2)c1	.	6%	-14%	-1	.	9	-6%	-2%	2%	.	.
O=S(=O)(c1ccc(Br)cc1)N1CCC(c2nc3ccccc3[nH]2)CC1	.	4%	-5%	19	3%	-7	3%	-1%	0%	.	0%
CCN1CCN(C(=O)CCNC(=O)Cn2cnc3ccccc3c2=O)CC1	-5%	-5%	1%	18	0%	3	6%	30%	2%	5%	9%
C=CCN1C(=O)c2ccc(C(=O)N(CCOC)c3c(N)n(CCCC)c(=O)[nH]c3=O)cc2C1=O	.	-1%	17%	0	.	-4	-2%	7%	4%	.	.
Cc1cc(C(F)F)n2nc(C(=O)Nc3sc4c(c3C#N)CCC(C)C4)nc2n1 (stereo not drawn)	-1%	-3%	-3%	-7	2%	5	0%	-15%	-2%	12%	-3%
CN(C)S(=O)(=O)c1cccc(NC(=O)CN2C(=O)NC(Cc3ccccc3)C2=O)c1 (stereo not drawn)	.	-10%	6%	-13	.	-7	-1%	-1%	0%	.	.
CCOC(=O)C1CCN(C(=O)c2ccccc2NC(=O)c2ccc(Cl)cc2)CC1	0%	0%	-6%	3	-15%	0	?	-1%	2%	-12%	2%
CC1CCCCN1C(=O)Cn1nnc(-c2cccnc2)n1 (stereo not drawn)	-4%	2%	-3%	-9	6%	4	1%	7%	6%	16%	-3%

Assay outcomes from PubChem BioAssay.
